Screens (PubChem BioAssay)
PrPC surface inh – inhibitors of human cell surface prion protein PrPC, primary screen, cell-based, TR-FRET; Major prion protein (Homo sapiens), P04156; TR-FRET read-out; inhibition, % at 13.8 µM; 370,000 compounds, 0.43% hits; AID 720596, 2013; in the data active = inhibition above about 24%; also: 0% = median of the test wells and 100% = reference compound wells
BH1578 lux ind – inducers of Vibrio cholerae quorum light production without autoinducers, primary screen, BH1578 luxS cqsA deficient, single point. V. cholerae BH1578 lux reporter, luminescence, 6 h. activation, % at 18.7 µM. 350,000 compounds, 0.16% hits. AID 588436, 2011; in the data active = activation mostly above about 9.7%, no sharp cut-off; inconclusive = no clear call, values can overlap the other calls; inactive = mostly below about 3.7%; also: not every result past the cut was called active; inactives centre near 0; reference of the scale not given here
Anthrax LF prot – Bacillus anthracis LF protease inhibitors, primary screen, biochemical, multiplex microsphere, MLPCN library | inhibition, % at 10 µM | 360,000 compounds, 0.12% hits | Lethal factor (Bacillus anthracis), P15917 | multiplex microsphere protease cleavage assay; also: plate controls were buffer without enzyme for full effect and enzyme alone for no effect
SSB-PriA inh – inhibitors of Klebsiella pneumoniae PriA binding to SSB C-terminal tail, primary screen, biochemical, AlphaScreen. PriA–SSB C-terminal tail interaction (Klebsiella pneumoniae). AlphaScreen SSBct-PriA binding, biotinylated peptide. inhibition, % at 33 µM. 430,000 compounds, 0.6% hits. AID 1272365, 2023; in the data active = inhibition mostly above about 37%, no sharp cut-off; inactive = mostly below about 20%;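 also: plate controls were negative control peptide for no effect and reference peptide for full effect; strong numbers were not always called active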
Y pestis TopoI – Yersinia pestis topoisomerase I inhibitors, primary screen, biochemical, cleavage product accumulation, plate reader, single point; DNA topoisomerase I (Yersinia pestis CO92); Y. pestis Topo-I cleavage product accumulation; activity, % at 10 µM; 360,000 compounds, 0.064% hits; in the data active = activity above about 50%, passing the limit was not always enough; inconclusive = no clear call, values can overlap the other calls; also: inactives centre near 2
BoNT-A LC inh2 – BoNT/A light chain protease inhibitors, primary screen, biochemical, flow cytometry, MLPCN library; 360,000 compounds, 0.17% hits; inhibition, % at 10 µM; multiplex microsphere protease substrate cleavage; also: plate controls were buffer without enzyme for full effect and enzyme alone for no effect
SARS 3CLpro inh – SARS-CoV 3CLpro protease inhibitors, primary screen, biochemical, quenched FRET | recombinant SARS-CoV 3CLpro, quenched FRET peptide cleavage | AID 1706, 2009 | 290,000 compounds, 0.14% hits | Replicase polyprotein 1ab (Severe acute respiratory syndrome coronavirus), P0C6X7 | inhibition, % at 6 µM; in the data active = inhibition above about 12%
TcdB GH inh – TcdB glycohydrolase inhibitors, primary screen, biochemical, single point, plate reader. Toxin B (Clostridioides difficile), P18177. TcdB glycohydrolase enzymatic assay. inhibition, % at 9.99 µM. 350,000 compounds, 0.24% hits. AID 652162, 2013; in the data active = inhibition above about 10%
Target sequence (P18177 whole entry, looked up): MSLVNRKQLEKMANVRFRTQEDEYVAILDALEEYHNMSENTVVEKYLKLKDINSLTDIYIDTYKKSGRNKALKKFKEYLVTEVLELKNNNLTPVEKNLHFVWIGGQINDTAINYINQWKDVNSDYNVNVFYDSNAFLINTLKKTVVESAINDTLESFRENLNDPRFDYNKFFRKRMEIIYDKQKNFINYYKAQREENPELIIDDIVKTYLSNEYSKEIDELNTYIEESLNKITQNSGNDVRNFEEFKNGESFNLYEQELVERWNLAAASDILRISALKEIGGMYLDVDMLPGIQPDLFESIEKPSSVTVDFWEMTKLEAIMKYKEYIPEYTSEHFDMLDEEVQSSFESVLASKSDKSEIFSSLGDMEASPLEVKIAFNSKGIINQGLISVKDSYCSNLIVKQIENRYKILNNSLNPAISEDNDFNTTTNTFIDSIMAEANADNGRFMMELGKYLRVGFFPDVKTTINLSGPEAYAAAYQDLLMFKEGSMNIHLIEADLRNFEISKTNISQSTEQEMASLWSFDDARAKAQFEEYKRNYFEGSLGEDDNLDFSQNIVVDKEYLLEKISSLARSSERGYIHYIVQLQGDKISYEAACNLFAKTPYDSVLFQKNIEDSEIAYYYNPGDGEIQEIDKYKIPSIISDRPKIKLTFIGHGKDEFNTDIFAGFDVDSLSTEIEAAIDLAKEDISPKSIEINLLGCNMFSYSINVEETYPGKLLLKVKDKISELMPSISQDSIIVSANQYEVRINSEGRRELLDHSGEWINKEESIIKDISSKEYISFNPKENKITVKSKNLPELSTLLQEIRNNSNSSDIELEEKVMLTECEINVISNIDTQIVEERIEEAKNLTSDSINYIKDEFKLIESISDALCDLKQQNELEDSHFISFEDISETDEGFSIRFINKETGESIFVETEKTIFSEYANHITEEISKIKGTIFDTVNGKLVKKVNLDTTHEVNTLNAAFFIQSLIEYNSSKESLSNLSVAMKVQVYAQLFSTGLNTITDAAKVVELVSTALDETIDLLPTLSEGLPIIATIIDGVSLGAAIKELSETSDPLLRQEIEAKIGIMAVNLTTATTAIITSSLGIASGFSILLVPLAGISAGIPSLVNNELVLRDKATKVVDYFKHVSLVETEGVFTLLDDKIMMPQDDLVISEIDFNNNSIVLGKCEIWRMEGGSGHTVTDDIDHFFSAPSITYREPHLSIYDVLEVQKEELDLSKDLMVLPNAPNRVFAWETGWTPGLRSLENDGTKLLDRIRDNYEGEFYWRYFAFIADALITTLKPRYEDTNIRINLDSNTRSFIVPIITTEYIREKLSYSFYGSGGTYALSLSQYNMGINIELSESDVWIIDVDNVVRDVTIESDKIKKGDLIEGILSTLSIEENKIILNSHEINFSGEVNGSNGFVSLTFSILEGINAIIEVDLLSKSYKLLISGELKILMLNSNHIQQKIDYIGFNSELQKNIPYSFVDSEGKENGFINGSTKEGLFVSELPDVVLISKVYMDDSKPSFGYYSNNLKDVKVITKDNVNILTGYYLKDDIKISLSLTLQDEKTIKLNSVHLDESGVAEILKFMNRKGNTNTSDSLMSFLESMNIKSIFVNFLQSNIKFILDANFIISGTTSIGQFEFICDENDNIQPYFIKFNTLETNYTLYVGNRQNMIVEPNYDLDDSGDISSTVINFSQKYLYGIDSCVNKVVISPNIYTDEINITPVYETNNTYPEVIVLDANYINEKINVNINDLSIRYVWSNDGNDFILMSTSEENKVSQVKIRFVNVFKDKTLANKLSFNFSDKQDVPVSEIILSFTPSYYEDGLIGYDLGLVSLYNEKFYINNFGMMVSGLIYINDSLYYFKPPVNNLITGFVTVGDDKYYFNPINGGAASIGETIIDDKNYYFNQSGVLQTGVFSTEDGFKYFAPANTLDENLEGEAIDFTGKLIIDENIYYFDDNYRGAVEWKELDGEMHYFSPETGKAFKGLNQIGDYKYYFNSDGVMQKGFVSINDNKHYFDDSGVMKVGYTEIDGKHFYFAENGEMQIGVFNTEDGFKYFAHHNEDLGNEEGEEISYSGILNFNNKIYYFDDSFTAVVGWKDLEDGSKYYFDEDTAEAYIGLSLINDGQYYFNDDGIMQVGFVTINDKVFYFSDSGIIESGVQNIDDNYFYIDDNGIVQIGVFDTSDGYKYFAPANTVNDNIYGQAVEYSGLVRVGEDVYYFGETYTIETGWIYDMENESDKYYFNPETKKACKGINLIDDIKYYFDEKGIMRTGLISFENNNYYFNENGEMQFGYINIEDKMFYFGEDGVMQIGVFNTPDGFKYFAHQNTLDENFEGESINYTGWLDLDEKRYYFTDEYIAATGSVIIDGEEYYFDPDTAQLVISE
PfHsp40 rescue – rescue of yeast from PfHsp40 toxicity, primary screen, S. cerevisiae, ATP luminescence; S. cerevisiae expressing PfHsp40, growth rescue; growth rescue, % at 12.5 µM; 340,000 compounds, 0.68% hits; AID 504582, 2011; in the data active = growth rescue above about 28%, passing the limit was not always enough; inconclusive = no clear call, values can overlap the other calls;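 also: yeast W303a lacking pdr1 and pdr3 grown in galactose medium; growth measured after three days at 30 °C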
An asterisk follows results filed as active; i = inactive; ? = inconclusive; nt = not tested or not shown; & = joins results of further samples; ! = not active in a repeat. Rule as the data show it, unless noted: active = inhibition above about 30%; inconclusive = no clear call, values can overlap the other calls; inactive = below that.

Sample of the layout:
SMILES	PrPC surface inh	BH1578 lux ind	Anthrax LF prot	SSB-PriA inh	Y pestis TopoI	BoNT-A LC inh2	SARS 3CLpro inh	TcdB GH inh	PfHsp40 rescue
C/C(=N\Nc1ccc([N+](=O)[O-])cc1[N+](=O)[O-])C(C)(C)C(C(=O)O)C(=O)O	-19	-0.6	1	nt	-7	0.8	0	-2.6	-0.9
Cc1ccc(Cl)cc1NC(=O)CC(O)(C(F)(F)F)C(F)(F)F	15	7.1	-6	-23	-1	-0.3	2	nt	-1.1

The listing, from the first entry:
SMILES	PrPC surface inh	BH1578 lux ind	Anthrax LF prot	SSB-PriA inh	Y pestis TopoI	BoNT-A LC inh2	SARS 3CLpro inh	TcdB GH inh	PfHsp40 rescue
C/C(=N\Nc1ccc([N+](=O)[O-])cc1[N+](=O)[O-])C(C)(C)C(C(=O)O)C(=O)O	-19	-0.6	1	nt	-7	0.8	0	-2.6	-0.9
Cc1ccc(Cl)cc1NC(=O)CC(O)(C(F)(F)F)C(F)(F)F	15	7.1	-6	-23	-1	-0.3	2	nt	-1.1
COc1ccccc1C1CN(c2ccc(F)cc2F)N=C1c1cccs1 (stereo not given)	10	i	1	-98	2	1.7	-3	nt	-0.5
O=C(NCC1CC1)NC(=O)c1ccccc1F	1	nt	-7	nt	nt	-0.4	nt	-1.1	nt
CC(C)=C1C2CCC1C1C(=O)N(c3nc(-c4ccc(C(C)C)cc4)c(C)s3)C(=O)C21 (stereo not given)	-2	i	2	-13	0	0.1	0	nt	-1.3
COc1ccc(Nc2nc(N3CCCCC3)nc(N3CCCCC3)n2)c(OC)c1	-1	-3.7	-5	-14	-1	-1.0	nt	nt	1.5
Cc1ccccc1CSc1nnc(C)c(=O)[nH]1	3	nt	6	-2	7	-0.6	1	-0.8	-1.3
COc1cc(/C=C/C(=O)OC[C@H]2O[C@H](OC3(CO)OC(CO)C(O)C3O)[C@H](O)[C@@H](O)[C@@H]2O)ccc1O (stereo not given in full)	-6	i	-2	-2	-9	-0.3	nt	8.8	-1.7
CCCN1C(=O)c2cc(C(=O)NC3CCCCCC3)ccc2C1O (stereo not given)	1	i	-7	-20	4	-0.6	-6	1.1	0.8
CC(=O)N(C(C)=O)c1cccc2c(N(C(C)=O)C(C)=O)cccc12	-4	-0.3	0	-18	3	0.2	4	nt	-0.6
Cc1cc(SCC(=O)NCCC2=CCCCC2)nc2ccccc12	12	-1.0	-2	2	18	1.5	-5	0.7	-0.5
O=c1cc(Cl)c2ccccc2n1-c1ccccc1	1	0.8	0	5	8	0.4	-2	-0.5	-0.1
Cc1noc(C)c1COc1ccccc1C(=O)N(C)CC(=O)Nc1ccc(Cl)c(Cl)c1	15	i	-3	-22	30	-7.5	nt	-2.1	0.1
COc1ccc(-c2csc(-c3ccccc3)n2)c(OC)c1	-9	-3.1	-2	-24	-8	-0.8	-2	0.1	-0.1
CC1(C(=O)NCCC(F)(F)F)Cc2c(-c3cccc(C(N)=O)c3)ccnc2O1 (stereo not given)	-1	-0.4	0	nt	-1	-0.2	nt	0.4	nt
COc1ccccc1CNC(=O)Cc1ccc(C)cc1	-2	-2.9	1	-6	-1	0.1	5	0.7	0.2
Cn1c(N)c(C(=O)COC(=O)CCc2nc3ccccc3s2)c(=O)n(C)c1=O	-9	-0.3	-4	-2	-1	-0.1	1	-2.0	-0.6
Clc1ccc(OCCCCCN2CCCC2)c(Br)c1	1	-0.5	-2	4	-6	0.6	1	-0.2	-0.1
COc1ccc(-c2nn(-c3ccccc3)cc2N)cc1	0	-0.3	-4	8	-4	0.4	1	1.9	0.8
CC(C)(OOC1(c2ccccc2)NC(=O)c2ccccc21)c1ccccc1 (stereo not given)	15	nt	-8	nt	nt	-1.0	nt	0.3	nt
NNC(=O)c1nc[nH]c1C(=O)Nc1ccccn1	0	-1.9	1	59*!	5	-0.6	0	-0.2	-0.1
S=c1[nH]nc(CCSCc2ccccc2)n1-c1ccccc1	-2	0.0	-5	-5	8	-0.3	3	0.6	2.9
NNc1nc2ccc(Cl)cc2s1	7	-3.3	-3	7&14	-5	0.4	-1	nt	-1.3
COc1cc(/C=C(\C#N)c2ccccn2)ccc1OCc1ccccc1	7	-0.3	0	-64	20	-0.6	-2	-13	-0.5
COc1ccc(NC(=O)c2cccc(S(=O)(=O)N3CCN(c4ccccc4)CC3)c2)c(OC)c1	2	i	-11	2	31	0.7	nt	0.8	1.4
(listing goes on)
SMILES	PrPC surface inh	BH1578 lux ind	Anthrax LF prot	SSB-PriA inh	Y pestis TopoI	BoNT-A LC inh2	SARS 3CLpro inh	TcdB GH inh	PfHsp40 rescue
COc1ccc(-n2c(C)c(C(C)=O)c(C(C)=O)c2C)cc1	4	-10	-2	4	-2	-1.0	3	1.1	-0.6
O=C(Cc1ccccc1)N[C@@H](Cc1ccccc1)C(=O)O	3	-0.2	-4	11	-1	0.0	2	1.5	-1.2
O=Cc1cn(CC(=O)Nc2ccc(F)cc2)c2ccccc12	12	-0.6	0	-9	-13	1.0	2	-1.1	-0.9
c1ccc2c(c1)Sc1ccccc1-n1cnnc1-2	-4	i	-2	-15	-3	0.5	5	2.0	-0.2
COc1ccc(S(=O)(=O)N2CCOCC2)cc1NC(=O)CSc1nnc(C2CC2)n1C1CC1	4	41*	3	-17	5	-0.7	nt	1.4	0.7
CCCC1CCC(=NNC(=O)CNc2ccc(OC)cc2)CC1 (stereo not given)	5	-3.3	-8	37	-6	-0.8	-2	-2.7	0.4
COc1cc(C(=O)Nc2ccc3c(c2)CCN3C(C)=O)cc(OC)c1OC	-2	-0.4	-1	-1	1	0.4	-1	3.2	1.5
O=C(COC(=O)CC1CC2CCC1C2)Nc1ccccc1Cl (stereo not given)	4	7.1	-3	-25	32	-0.5	nt	1.1	8.0
O=c1[nH]c2ccccc2c(O)c1-[n+]1ccccc1	-3	-0.6	1	2	9	-1.1	0	1.0	-0.9
COC(=O)c1cc(NC(=O)CSc2nnc(CN3CCOCC3)n2C)ccc1Cl	-5	-1.3	-1	-5	-2	0.4	4	nt	-0.3
Cc1ccccc1-c1ccc(C=Nc2c(C)n(C)n(-c3ccccc3)c2=O)o1	5	i	-11	32	23	-2.6	-3	nt	0.9
COc1ccc(C(=O)NN2C(=O)C3C(c4ccccc4)C=CC(c4ccccc4)C3C2=O)cc1 (stereo not given)	3	i	-2	6	-4	-0.8	-3	nt	-0.9
CCCOc1ccc(/C(O)=C2/C(=O)C(=O)N(CCCn3ccnc3)C2c2ccc(C)o2)cc1 (stereo not given)	4	0.7	-18	nt	-1	?	2	1.1	-0.7
COc1nn(CC(=O)N2N=C(C(F)F)CC2(O)C(F)F)cc1[N+](=O)[O-] (stereo not given)	-3	-2.0	-3	-3	-3	-2.6	-1	nt	-0.1
Cc1ccc(-n2ncc3c2CCCC3NC(=O)CSc2ccccn2)cc1C (stereo not given)	5	i	-2	-6	35	0.7	1	-0.9	1.6
Cc1ccc(CNC(=O)CN2CCN(Cc3ccc(C)cc3)C2=O)cc1	-2	-0.4	1	-6	1	0.5	3	nt	0.3
COc1ccc(/C=C/C(=O)Nc2sc3c(c2C(=O)NCc2cccnc2)CCCC3)cc1	1	i	-6	-9	13	-0.6	-2	1.6	11
S=C(NCc1ccc2c(c1)OCO2)Nc1ccc(-c2nc3ccccc3[nH]2)cc1	3	-0.1	-2	11	-3	0.2	-4	-0.5	1.2
NS(=O)(=O)c1ccc(CCNC(=O)c2ccc3ccccc3n2)cc1	6	-0.4	-6	-12	-5	0.3	2	3.6	2.4
NC1=NC(=Nc2ccccc2)c2ccccc21	6	5.9	2	-4	-6	0.9	1	nt	-0.2
CCN(c1ccc2c(c1)OCO2)S(=O)(=O)c1cc(Br)cc2c1N(C(=O)C1CC1)CC2	6	10	2	-3	-3	0.9	3	nt	-1.4
CCCCOc1ccc(CON(C(C)=O)C(C)=O)cc1Cl	1	i	0	-16	3	0.4	4	0.6	-0.9
c1ccc(-c2ccc(-c3nc(-c4ccncc4)no3)cc2)cc1	5	i	-3	-13	-4	0.4	-2	nt	-0.6
O=[N+]([O-])c1ccc(NS(=O)(=O)N2CCOCC2)cc1	-4	i	6	4	0	1.6	nt	-0.2	0.4
C=C(C)C(=O)OCC(O)COc1ccc(C(C)(C)c2ccc(OCC(O)COC(=O)C(=C)C)cc2)cc1 (stereo not given)	-3	-0.1	9	-10	3	-1.6	nt	0.2	11

Reprinted at random: 4 compounds from above.
SMILES	PrPC surface inh	BH1578 lux ind	Anthrax LF prot	SSB-PriA inh	Y pestis TopoI	BoNT-A LC inh2	SARS 3CLpro inh	TcdB GH inh	PfHsp40 rescue
O=[N+]([O-])c1ccc(NS(=O)(=O)N2CCOCC2)cc1	-4	i	6	4	0	1.6	nt	-0.2	0.4
c1ccc(-c2ccc(-c3nc(-c4ccncc4)no3)cc2)cc1	5	i	-3	-13	-4	0.4	-2	nt	-0.6
NS(=O)(=O)c1ccc(CCNC(=O)c2ccc3ccccc3n2)cc1	6	-0.4	-6	-12	-5	0.3	2	3.6	2.4
CCN(c1ccc2c(c1)OCO2)S(=O)(=O)c1cc(Br)cc2c1N(C(=O)C1CC1)CC2	6	10	2	-3	-3	0.9	3	nt	-1.4

New compounds follow
SMILES	PrPC surface inh	BH1578 lux ind	Anthrax LF prot	SSB-PriA inh	Y pestis TopoI	BoNT-A LC inh2	SARS 3CLpro inh	TcdB GH inh	PfHsp40 rescue
O=C(CSCCO)Nc1ccc(C2CCCCC2)cc1	8	-0.3	-1	-4	4	0.0	1	nt	0.2
Cc1cc(NC(=O)COC(=O)C2CCC(=O)N2)c([N+](=O)[O-])cc1C (stereo not given)	-17	-2.9	-3	-6	1	-0.3	-1	0.9	0.1
O=C(NCc1ccccn1)[C@@H]1CCCN1C(=O)[C@@H]1CCCN1C(=O)c1c(F)cccc1F	3	nt	-6	nt	nt	-1.0	nt	0.1	nt
Cc1ccc(S(=O)(=O)N(CC(=O)N2CCCCCC2)c2ccccc2F)cc1	-2	-0.2	1	-7	2	0.1	2	0.9	0.2
O=C(CC1SC(N2CCCCC2)=NC1=O)Nc1cccc(C(=O)Nc2ncccc2O)c1 (stereo not given)	-11	-4.0	-3	-7	-1	-0.4	nt	0.7	1.7
CC(C)c1ccc(C(=O)Nc2nnc(S(=O)(=O)N3CCOCC3)s2)cc1	-3	-3.8	1	-7	2	0.4	-6	2.1	-0.6
COC(=O)c1cccc(NC(=O)CC2NCCNC2=O)c1 (stereo not given)	-1	-0.3	-4	7	-6	-0.7	1	0.7	-1.2
Cc1nn(-c2ccc(C(=O)O)cc2)c(C)c1Oc1ccccc1O	-2	i	2	-6	4	-0.2	4	nt	-1.1
COc1ccccc1CNC(=O)C1(C)CCCCN1C (stereo not given)	1	i	-1	nt	9	-0.7	nt	-7.2	nt
CCn1nc(C)c(CN2CCC(n3nccc3NC(=O)c3ccccc3OC)CC2)c1C	-2	-0.4	-3	-15	-1	-0.4	-3	1.5	0.5

Part of the list above in order of molecular weight, rising.
SMILES	PrPC surface inh	BH1578 lux ind	Anthrax LF prot	SSB-PriA inh	Y pestis TopoI	BoNT-A LC inh2	SARS 3CLpro inh	TcdB GH inh	PfHsp40 rescue
Cc1cc(NC(=O)COC(=O)C2CCC(=O)N2)c([N+](=O)[O-])cc1C (stereo not given)	-17	-2.9	-3	-6	1	-0.3	-1	0.9	0.1
CC(C)c1ccc(C(=O)Nc2nnc(S(=O)(=O)N3CCOCC3)s2)cc1	-3	-3.8	1	-7	2	0.4	-6	2.1	-0.6
O=C(NCc1ccccn1)[C@@H]1CCCN1C(=O)[C@@H]1CCCN1C(=O)c1c(F)cccc1F	3	nt	-6	nt	nt	-1.0	nt	0.1	nt

Not all compounds are listed; count on the stated rates, not on these rows.
